Screening data deposited in PubChem BioAssay by National Center for Advancing Translational Sciences (NCATS).
AmpC no deterg: inhibitors of E. coli AmpC beta-lactamase without detergent; P00811; AmpC nitrocefin hydrolysis, absorbance 480 nm, 0.0001% Triton; Potency, µM (series often up to 57.1 µM), inactives show at the top dose activity change, negative = inhibition, most hits filed as inhibitors; actives 0.52% (n = 330,000); AID 485341;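 note: potency is the fitted concentration of half-maximal effect; plate controls were no compound for no effect and no enzyme for full effect; nearly all actives have a fitted effect of over 20% in size; some results filed as inactive show a strong effect at the top dose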
Target sequence (P00811 whole entry, looked up): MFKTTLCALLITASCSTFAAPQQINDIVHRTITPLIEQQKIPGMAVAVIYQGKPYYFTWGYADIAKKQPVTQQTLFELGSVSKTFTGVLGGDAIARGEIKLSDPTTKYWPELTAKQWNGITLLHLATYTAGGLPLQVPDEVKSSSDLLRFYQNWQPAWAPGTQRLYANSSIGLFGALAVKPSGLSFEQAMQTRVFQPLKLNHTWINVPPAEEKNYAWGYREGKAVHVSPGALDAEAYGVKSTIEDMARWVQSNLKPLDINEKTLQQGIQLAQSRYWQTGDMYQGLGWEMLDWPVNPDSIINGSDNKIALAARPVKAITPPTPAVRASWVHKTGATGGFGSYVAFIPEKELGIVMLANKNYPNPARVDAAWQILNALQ
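AmpC (5.3 nM in the dispensed reagent) in 20 mM phosphate pH 7.0 with 0.01% (detergent screen) or 0.0001% Triton X-100 was preincubated with compounds for 15 min at room temperature. Nitrocefin was then added from an 800 uM solution, and hydrolysis was followed at 480 nm.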
TbPYK inhibitor: blocks Trypanosoma brucei pyruvate kinase. Q57TT1. TbPYK enzyme, Kinase-Glo Plus ATP luminescence, 45 min. Potency, µM (highest dose often 76.8 µM), inactives show top-dose activity, negative = inhibition, usual class: inhibitors. actives 0.12% (n = 410,000). AID 624173; note: potency is the fitted concentration of half-maximal effect; % is set by controls: 0 for no effect and ±100 for the full control effect; nearly all actives have a fitted effect of over 50% in size
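Quantitative HTS: titrated library compounds versus trypanosomal pyruvate kinase in TEA buffer (pH 7.2) containing KCl, MgCl2, BSA and Tween-20. Reactions were initiated with ADP, 130 uM final. Kinase-Glo Plus luminescence was read after 45 min at RT.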
Pf growth 96h: P. falciparum growth inhibition at 96 hours; P. falciparum luciferase reporter growth, 96 h; Potency, µM (titrated, usually from 28.7 µM), for the others: at the highest dose activity change, negative = inhibition, hits mostly inhibitors; actives 6.9% (n = 320,000); AID 504834; note: potency is the fitted concentration of half-maximal effect; % is set by controls: 0 for no effect and ±100 for the full control effect
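Two parasite generations (96 h, 37 C, 5% CO2) of compound exposure in infected erythrocytes (0.05% parasitemia, 2% hematocrit). Luciferase-reporter P. falciparum; decreased luminescence indicates inhibited growth, aimed at apicoplast-acting delayed death.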
Shiga inhibitor: blocks Shiga toxin action in Vero cells; Vero cells, Shiga toxin protein synthesis inhibition reporter; inhibition, % at 38.7 µM; actives 9.2% (n = 290,000); AID 2315; in the data active = inhibition mostly above about 28%, no sharp cut-off; inactive = mostly below about 43%; note: 0% is about no effect
LmPK inh: LmPK (Leishmania mexicana) enzyme inhibition. Q27686. purified LmPK, Kinase-Glo ATP luminescence, 1 h. Potency, µM (top dose mostly 57.5 µM), inactives show top-dose activity change, negative = inhibition, hits mostly inhibitors. actives 0.37% (n = 290,000). AID 1721; note: potency is the fitted concentration of half-maximal effect; % is set by controls: 0 for no effect and ±100 for the full control effect
Target sequence (Q27686 whole entry, looked up): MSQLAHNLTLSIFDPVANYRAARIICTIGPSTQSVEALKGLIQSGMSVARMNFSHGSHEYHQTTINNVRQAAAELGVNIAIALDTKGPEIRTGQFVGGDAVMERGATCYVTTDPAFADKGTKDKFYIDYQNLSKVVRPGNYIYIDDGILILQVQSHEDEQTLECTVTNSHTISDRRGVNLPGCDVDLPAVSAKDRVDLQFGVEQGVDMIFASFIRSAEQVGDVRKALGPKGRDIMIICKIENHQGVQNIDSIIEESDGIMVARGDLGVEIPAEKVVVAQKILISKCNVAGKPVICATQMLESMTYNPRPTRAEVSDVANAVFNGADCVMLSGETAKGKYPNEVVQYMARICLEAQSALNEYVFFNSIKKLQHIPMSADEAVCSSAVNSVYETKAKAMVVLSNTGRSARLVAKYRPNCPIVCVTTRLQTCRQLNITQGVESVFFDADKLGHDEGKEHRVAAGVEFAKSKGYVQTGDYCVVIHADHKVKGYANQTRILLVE
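Pyruvate kinase activity monitored as ATP production (luciferase luminescence). Conditions: 0.1 nM enzyme, 0.5 mM PEP, 0.1 mM ADP, 1 h, RT; normalized against uninhibited and no-enzyme wells.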
Pf growth 48h: P. falciparum growth inhibition at 48 hours (one generation); Potency, µM (titrated, usually from 28.7 µM), without a hit: at the highest dose activity change, negative = inhibition, usual class: inhibitors; AID 504832; actives 5.9% (n = 310,000); P. falciparum luciferase growth in erythrocytes, 48 h; note: potency is the fitted concentration of half-maximal effect; % is set by controls: 0 for no effect and ±100 for the full control effect
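Read-out is firefly luciferase luminescence from an integrated reporter in P. falciparum, so falling signal marks reduced parasite growth. Infected erythrocytes were at 2% hematocrit and 0.1% parasitemia (final) in Albumax-supplemented RPMI 1640.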
CHX counter: counter-screen for Shiga toxin inhibitors: cycloheximide protein synthesis inhibition; cell reporter, cycloheximide protein synthesis inhibition counterscreen; max response, %; actives 12% (n = 300,000); AID 2314; in the data active = max response mostly above about 13%, no sharp cut-off; inactive = mostly below about 14%; note: read at 38.3 µM for the half of the compounds with a filed dose; 0% is about no effect
* marks the source's active call; other numbers are inactive results; ? = inconclusive; nt = not tested or not shown; & = joins results of further samples; [ ] = remark or other dose. Unless noted, calls come from the whole dose curve; as a rule, active = well fitted curve in the direction sought with a large enough effect; inconclusive = small, poorly fitted or top-dose-only effect, or another doubt; inactive = no such curve, though single readings can be large; an effect the other way counts as inactive or inconclusive.

Start of the data: the first 2 entries, ahead of the listing:
SMILES | AmpC no deterg | TbPYK inhibitor | Pf growth 96h | Shiga inhibitor | LmPK inh | Pf growth 48h | CHX counter
O=C(Nc1cccnc1)c1coc(=O)c2ccccc12 | -11% | 1% | ? | 21 | -3% | 3% | 8
O=C(O)c1cccc(NC(=S)NC(=O)c2ccc(-c3ccc(Cl)cc3)o2)c1 | -20% | -8% | 324%[activator] | 100* | 2% | 54%[activator] | 21

This part in full (from the top)
SMILES | AmpC no deterg | TbPYK inhibitor | Pf growth 96h | Shiga inhibitor | LmPK inh | Pf growth 48h | CHX counter
O=C(Nc1cccnc1)c1coc(=O)c2ccccc12 | -11% | 1% | ? | 21 | -3% | 3% | 8
O=C(O)c1cccc(NC(=S)NC(=O)c2ccc(-c3ccc(Cl)cc3)o2)c1 | -20% | -8% | 324%[activator] | 100* | 2% | 54%[activator] | 21
Cc1noc(C)c1S(=O)(=O)N1CCCC(C(=O)NCc2ccccc2Cl)C1 (stereo not drawn) | -16% | 0% | 5.9µM* | -7 | 9% | 1% | -2
COc1ccc(C(CNC(=O)COc2cc(C)ccc2Cl)N2CCCCC2)cc1 (stereo not drawn) | -15% | 5% | 6% | nt | nt | -19% | nt
COc1ccc(-c2cc(C(=O)Nc3ccc(C)c(C)c3)no2)cc1 | -4% | 3% | ? | 0 | -5% | 15% | -6
COc1ccccc1C(=O)N(Cc1ccc(Cl)cc1)C1CCS(=O)(=O)C1 (stereo not drawn) | 28% | -2% | 12µM* | -6 | -8% | -7% | -4
O=C(NCCc1c[nH]c2ccccc12)/C(=C\c1cccnc1)NC(=O)c1ccco1 | -44% | -7% | 12% | -5 | -3% | -13% | -5
CC(=O)c1cccc(NS(=O)(=O)N2CCOCC2)c1 | -2% | 5% | ? | -8 | -7% | 4% | 3
O=C(CN(c1cccc(Cl)c1)S(=O)(=O)c1ccc(Cl)cc1)N1CCc2ccccc2C1 | -39% | 3% | 62%[activator] | 4 | 2% | 12µM* | 10
CC(=O)O[C@H]1c2ccccc2-c2ccccc2[C@@H]1OC(C)=O | 17% | -2% | -23% | -4 | -6% | 23% | 1
COc1cc(NC(=O)CCNC(=O)Cn2ccc3ccccc3c2=O)cc(OC)c1OC | 2% | -2%&-11% | -21% | 12 | -5% | -26% | -6
O=C(Nc1cc(S(=O)(=O)Nc2ccccc2Cl)ccc1O)c1cc2c(s1)CCCC2 | ? | 2% | 0% | -7 | 5% | 182%[activator] | -2
CCOC(=O)c1cnc2c(C)c(C)ccc2c1Nc1ccc(S(=O)(=O)Nc2ncccn2)cc1 | -4% | -9% | -29% | -4 | 0% | 7% | 4
Cc1nc2ccc(NC(=O)COc3ccccc3)cc2s1 | -10%[11.4 µM] | -6% | 63%[activator] | 33 | -6% | 57%[activator] | 23*
Clc1cccc(OCCn2cncn2)c1Cl | -7% | 13% | nt | -5 | -1% | 12% | -3
CCN(CC)CCCn1c(=S)[nH]c2ccccc2c1=O | -11% | 4% | ? | -4 | 1% | 10% | -1
O=C(O)c1ccc(S(=O)(=O)c2ccc(Sc3ccc(C(=O)O)c(C(=O)O)c3)cc2)cc1 | -6% | -12% | 22% | -1 | 0% | -7% | -5
CCC(=O)N1CCc2cc(S(=O)(=O)NC(Cc3ccccc3)C(=O)NC3CCCC3)ccc21 (stereo not drawn) | -11% | 7% | ? | -19 | 2% | ? | -3
CCN(CC)c1ccc2cc(/C(N)=N/NC(=O)c3cccs3)c(=O)oc2c1 | -3% | nt | 69%[activator] | 9 | 0% | 17% | 14
Cc1cc(C(F)(F)F)nn1CC(=O)NNC(=S)Nc1ccc(Cl)cc1 | -27% | -11% | 81%[activator] | -2 | 4% | 23% | -3
CCOc1ccccc1N1CC(C(=O)Nc2ccccc2N2CCCC2)CC1=O (stereo not drawn) | 18% | 1% | 1% | nt | nt | 8% | nt
COc1ccc(-c2nc(NC(=O)c3ccc(OCC(=O)N4CCOCC4)c(OC)c3)sc2C)cc1 | 5% | -7% | -21% | 17 | -1% | -5% | -4
CS(=O)(=O)N1CCN(c2ccc([N+](=O)[O-])c(SCc3ccco3)c2)CC1 | -29% | -7% | 37%[activator] | 11 | 1% | -3% | -1
COc1ccc(CSCC(=O)NCCC(C)C)cc1 | 11% | -2% | -14% | -11 | 1% | -9% | 1
Cc1nn(-c2ccccc2)c(C)c1NC(=O)COC(=O)c1cccc(OC(F)F)c1 | 32% | -12% | 84%[activator] | nt | nt | 4% | nt
CCCC(=O)Nc1nnc(-c2ccc3c(c2)OCCO3)o1 | 3% | 3% | 234%[activator] | 58* | -2% | 118%[activator] | 31*
CCCCCn1c(C(Cc2ccccc2)NC(=O)COC)nc2ccccc21 (stereo not drawn) | 1.3µM* | -2% | ? | 14 | 1% | ? | -5
COc1cccc(OC)c1OCCCNC1CCCC1 | 0% | -7% | ? | -9 | 0% | 7% | -2
OC[C@H]1O[C@@H](Oc2cc(O)cc(/C=C/c3ccc(O)cc3)c2)[C@H](O)[C@@H](O)[C@@H]1O | -26% | nt | nt | 95* | 1% | nt | 27*
Cc1cc(C)c2nc(N3CCC(C(=O)N4CCCC4)CC3)sc2c1 | 177%[activator] | 3% | ? | 8 | 1% | 8.3µM* | 12
CCOC(=O)c1c(N2CCN(c3ccccc3)CC2)cc(C)nc1C | 42% | 7% | 246%[activator] | -4 | -7% | -22% | -3
CC(=O)c1cccc(N(CC(=O)NC2CCCCC2)C(=O)CCC(=O)Nc2nc(C)cs2)c1 | 18% | -3% | ? | -8 | 0% | ? | -4
CCc1nnc(NC(=O)CSc2nnnn2-c2cccc(C(C)=O)c2)s1 | -27% | 2% | 43%[activator] | 0 | 2% | -17% | -1
CC1=C(C(=O)NCCCOC(C)C)C2(CCC(C)CC2)OC1=O (stereo not drawn) | ? | 0% | 83%[activator] | 11 | -4% | 8% | -2
CC1(C)OC(c2ccccc2)=C/C(=C/C=C2C(=O)NC(=O)NC2=O)O1 | -26% | -13% | 212%[activator] | 20 | -11% | 24% | 5
Cn1c(CSCc2ccc(Cl)cc2)n[nH]c1=S | -33% | ? | 34%[activator] | -4 | 2% | -10% | -1
COc1cc(/C(C)=N/Nc2ccc(C(=O)O)cc2)cc(OC)c1OC | -23% | -11% | -12% | 171* | -1% | 146%[activator] | 70*
CCn1c(=S)sc2c(=O)n(CC(=O)Nc3cc(OC)ccc3OC)c(C)nc21 | 0% | -5% | 27% | -7 | -2% | 9% | -2
O=C(O)/C(=C\c1ccco1)NC(=O)c1cccc2ccccc12 | -18% | -6% | 48%[activator] | -2 | 0% | 32%[activator] | 2
COc1cc(CSc2nnnn2-c2ccc(C)cc2)cc(OC)c1OC | 90%[activator] | 0% | 119%[activator] | -9 | 2% | ? | 2
COc1cccc(CNC(=O)CC2Sc3ccccc3NC2=O)c1 (stereo not drawn) | -29% | -2% | 0% | -15 | -9% | -24% | -4
COc1ccc(S(=O)(=O)Nc2ccccc2OC)cc1NC(=O)c1cc2ccccc2oc1=O | -13% | -1% | -10% | 148* | -10% | 17% | 38*
Cc1ccc(C(=O)Oc2ccccc2N2C(=O)C3CCCCC3C2=O)cc1 (stereo not drawn) | 15% | -4% | 35%[activator] | 54 | 8% | 62%[activator] | -2
COc1ccc(OC)c(C(=O)CC2OC(=O)c3ccccc32)c1 (stereo not drawn) | -32% | -15% | ? | -5 | 5% | ? | -4
Nc1c(C(=O)c2ccc(Cl)cc2)sc2nsc(SCCN3CCOCC3)c12 | -7% | -17% | 5% | 19 | 3% | -9% | 6
CCCCn1c(=O)[nH]c(=O)c2c1nc(-c1ccc(-c3ccc(F)cc3)o1)n2C | -15% | 1% | 26% | 2 | 3% | -2% | -3
C=CCNC(=O)c1c[nH]c2ccc(S(=O)(=O)N(C)c3ccc(OCC)cc3)cc2c1=O | 14% | 1% | -2% | -9 | 3% | ? | -3
CC1(C)Cc2c(sc3ncn4c(=S)[nH]nc4c23)CO1 | -59% | ? | 0% | -13 | 2% | -22% | -5
CCOC(=O)C1=C(c2ccccc2)Nc2ncnn2C1c1ccc(O)cc1 (stereo not drawn) | -17% | -1% | ? | 13 | 2% | 0% | -1
CCSc1nc2ccccc2n1C(=O)/C=C\c1ccc(OC)c(OC)c1 | -10% | 9% | ? | -13 | 0% | ? | -4
Cn1cccc1Cc1nnc(SCC(=O)N2CCc3ccccc32)n1-c1ccc(F)cc1 | 141%[activator] | 8% | 21% | -17 | -2% | -29% | -4
COC(=O)c1ccc(CN2CCN(Cc3ccccc3)CC2)cc1 | 1% | -9% | 0% | -7 | 9% | nt | -3
Cc1cnc(NC(=O)CN2CCCCC2)s1 | -8% | -3% | -18% | -9 | 5% | -6% | 1
Cc1cc(C(=O)N2CCC3(CC2)OCCO3)no1 | -1% | 2% | 254%[activator] | 20 | -7% | 0% | 4

Given as a markdown table: 5 of the compounds above
| compound | AmpC no deterg | TbPYK inhibitor | Pf growth 96h | Shiga inhibitor | LmPK inh | Pf growth 48h | CHX counter |
| --- | --- | --- | --- | --- | --- | --- | --- |
| O=C(O)c1ccc(S(=O)(=O)c2ccc(Sc3ccc(C(=O)O)c(C(=O)O)c3)cc2)cc1 | -6% | -12% | 22% | -1 | 0% | -7% | -5 |
| CCC(=O)N1CCc2cc(S(=O)(=O)NC(Cc3ccccc3)C(=O)NC3CCCC3)ccc21 (stereo not drawn) | -11% | 7% | ? | -19 | 2% | ? | -3 |
| CCN(CC)c1ccc2cc(/C(N)=N/NC(=O)c3cccs3)c(=O)oc2c1 | -3% | nt | 69%[activator] | 9 | 0% | 17% | 14 |
| Cc1cc(C(F)(F)F)nn1CC(=O)NNC(=S)Nc1ccc(Cl)cc1 | -27% | -11% | 81%[activator] | -2 | 4% | 23% | -3 |
| CCOc1ccccc1N1CC(C(=O)Nc2ccccc2N2CCCC2)CC1=O (stereo not drawn) | 18% | 1% | 1% | nt | nt | 8% | nt |
